Bioassay records as filed in PubChem BioAssay.
UHRF1 MBD2 ctr: blocks human UHRF1 binding to methylated DNA; 370,000 compounds, 0.75% hits; Q96T88; inhibition, % at 4.4 µM; UHRF1 binding to methylated oligo, TR-FRET; in the data active means inhibition above about 21%;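 further: UHRF1 SRA domain binding a hemimethylated CpG hairpin DNA probe; 0% = median of test compound wells and 100% = reference inhibitor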
ABHD4 inh: ABHD4 (mouse) inhibition, primary FP screen. 370,000 compounds, 0.54% hits. inhibition, % at 8.92 µM. purified mABHD4, FP-Rh probe fluorescence polarization. AID 720543;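 active means inhibition exceeding the mean over every tested compound plus 3 SD, cut at about 30% in these data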;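 further: 0% = plate median of compound wells and 100% = S159A mutant with DMSO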
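system = mouse ABHD4 enzyme, wild type | medium = HEPES pH 7.0, NaCl, Pluronic buffer | also added = FP-Rh probe | incubation = Enzyme–compound pre-incubation 45 min, then probe 60 min, both 25 °C | technique = fluorescence polarization, excitation 525 nm, emission 598 nm, BODIPY TMR filters | controls = S159A mutant high control, sample median low control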
PG9 binder: small molecules binding HIV-1 gp120 antibody PG9. AID 624416. TR-FRET gp120-PG9 antibody binding. inhibition, % at 6.7 µM. 360,000 compounds, 0.43% hits; in the data active means inhibition above about 8.5%
HTRA1 inh: inhibitors of human serine peptidase HTRA1. inhibition, % at 5.96 µM. Q92743. 340,000 compounds, 0.5% hits. recombinant HTRA1, FP-rhodamine activity-based probe, fluorescence polarization; in the data active means inhibition above about 36%;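 further: 0% = enzyme with DMSO and 100% = wells lacking enzyme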
TCR-CD3 inh: blocks the human TCR-CD3 interaction; TAMRA-labeled TCR probe fluorescence, biochemical; inhibition, % at 9.4 µM; 360,000 compounds, 0.37% hits; AID 651800; in the data active means inhibition above about 19%;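 further: recombinant mutant TCR 2C K166C tagged with TAMRA read by polarization; 0% = receptor in buffer alone and 100% = receptor with positive control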
TDP2 inh: blocks human TDP2 phosphodiesterase activity | O95551 | inhibition, % at 12.8 µM | 370,000 compounds, 0.34% hits | recombinant TDP2, T5PNP hydrolysis, p-nitrophenol absorbance 415 nm | AID 720702;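 active means inhibition above the mean of all tested compounds plus 3 SD, set per campaign, cut at about 25% in these data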;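 further: 0% = DMSO with enzyme and 100% = buffer with substrate but no TDP2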
Target sequence (O95551 whole entry, looked up): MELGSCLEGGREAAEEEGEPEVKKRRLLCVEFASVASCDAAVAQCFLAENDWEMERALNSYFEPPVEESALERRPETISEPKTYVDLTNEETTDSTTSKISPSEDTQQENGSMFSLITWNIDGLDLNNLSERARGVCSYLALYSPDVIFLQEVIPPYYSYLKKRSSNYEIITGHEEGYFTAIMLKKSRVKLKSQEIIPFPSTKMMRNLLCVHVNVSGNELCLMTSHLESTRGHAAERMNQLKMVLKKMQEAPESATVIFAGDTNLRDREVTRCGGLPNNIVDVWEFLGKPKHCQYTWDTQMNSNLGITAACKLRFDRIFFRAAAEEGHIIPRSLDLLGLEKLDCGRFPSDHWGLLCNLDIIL
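System – recombinant human TDP2 · Quantity – TDP2 enzyme at 120 nM final · Doses – single concentration, 12.8 µM nominal, with 1% DMSO · Incubation – 2 h at 37 °C · Measured by – epi absorbance of p-nitrophenol freed from T5PNP by hydrolysis · Read-out – % inhibition relative to enzyme-containing and enzyme-free wells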
DDE Tn7 FP inh: DD(E)-Tn7 binding inhibition, primary FP screen; FP displacement of FITC-Tn7 peptide from fibrin DD(E); 0% = median of compound wells per plate; inhibition, % at 8.3 µM; 370,000 compounds, 0.13% hits;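 active means inhibition above the mean of compounds falling within the control limits plus 3 SD of them, cut at about 14% in these data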;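 further: 0% = plate median of compound wells and 100% = 10 µM Aha-Tn7 peptide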
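Measure: % inhibition scaled between sample-field median and high-control FP; Test system: human fibrin DD(E); Quantity: 2 µM final DD(E) protein; Doses: one dose, 8.3 µM nominal; Schedule: compound with protein 10 min, then 3 h after probe, room temperature; Detection: fluorescence polarization; Medium: Tris buffer with calcium and detergent, pH 7.8.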
PRMT1 inh: inhibitors of human PRMT1 | recombinant PRMT1, activity-based probe fluorescence polarization | inhibition, % at 2.79 µM | 370,000 compounds, 1.3% hits;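 active means inhibition above about 21% made by adding two undisclosed values, limit read from the data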
LEDGF integ inh: blocks HIV-1 LEDGF/p75-dependent DNA integration. 370,000 compounds, 0.64% hits. inhibition, % at 3.7 µM. TR-FRET IN-LEDGF/p75 DNA integration, Eu/Cy5;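 active means inhibition above the screen-wide mean plus 3 SD, cut at about 13% in these data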;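 further: signal is the Cy5 over europium emission ratio at 671 and 618 nm; 0% = plate median of compound wells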
SIAE inh: human SIAE inhibition, primary screen; Q9HAT2; SIAE FP-Rh probe binding, fluorescence polarization; inhibition, % at 9.66 µM; 370,000 compounds, 0.69% hits;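 active means inhibition above a cutoff: mean of compounds within the control limits plus 3 SD of those, cut at about 17% in these data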;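 further: 0% = plate median of compound wells and 100% = probe without SIAE protein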
Target sequence (Q9HAT2 whole entry, looked up): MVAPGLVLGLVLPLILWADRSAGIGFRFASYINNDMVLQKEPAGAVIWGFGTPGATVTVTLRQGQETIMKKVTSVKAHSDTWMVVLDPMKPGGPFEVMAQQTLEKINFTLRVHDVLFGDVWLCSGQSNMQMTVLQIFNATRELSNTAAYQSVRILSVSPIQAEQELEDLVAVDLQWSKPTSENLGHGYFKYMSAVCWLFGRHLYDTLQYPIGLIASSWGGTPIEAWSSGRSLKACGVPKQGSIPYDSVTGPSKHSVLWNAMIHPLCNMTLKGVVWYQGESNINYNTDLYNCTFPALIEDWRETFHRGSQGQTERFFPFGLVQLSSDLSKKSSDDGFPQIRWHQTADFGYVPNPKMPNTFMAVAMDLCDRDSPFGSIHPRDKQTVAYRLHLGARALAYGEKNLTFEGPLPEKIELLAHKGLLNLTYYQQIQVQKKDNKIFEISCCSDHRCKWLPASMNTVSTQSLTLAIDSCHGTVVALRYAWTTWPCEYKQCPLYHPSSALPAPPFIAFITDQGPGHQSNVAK
* marks the source's active call; other numbers are inactive results; . = not tested or not shown.

The first twelve records (preview)
SMILES	UHRF1 MBD2 ctr	ABHD4 inh	PG9 binder	HTRA1 inh	TCR-CD3 inh	TDP2 inh	DDE Tn7 FP inh	PRMT1 inh	LEDGF integ inh	SIAE inh
O=C1Nc2ccccc2CCC1Sc1nnc(-c2ccc(Cl)cc2)s1 (stereo not given)	0	-6	-7.2	-3	3	-15	-4	-3	-1	2
Cc1ccc(-c2c(C)cc3oc(=O)cc(-c4ccccc4)c3c2C)cc1	1	4	1.3	-23	2	7	-1	4	-3	-3
CC1=NN(C(N)=S)C(=O)C1N=Nc1cccc(Cl)c1 (stereo not given)	-14	9	-4.7	8	5	9	1	-2	1	4
COc1cc2[nH]ccc(=O)c2cc1OC	6	-5	1.1	2	-4	-17	-5	-1	3	-7
CCOc1ccc(NC(=O)c2sc3nc(N4CCOCC4)c4c(c3c2N)CC(C)(C)OC4)cc1	6	5	0.1	-1	5	9	-2	3	2	-6
CCNC(=O)C(=O)Nc1cc2c3c(c1)CCC(=O)N3CCC2	0	4	-0.7	5	0	17	5	-1	-3	5
O=C(CSCc1ccc(Cl)cc1)Nc1cccc(C(=O)O)c1	0	0	0.5	0	-3	2	8	1	-4	-4
O=S(=O)(NCc1cccnc1)c1ccccc1	-3	-2	-1.0	-2	1	0	2	-1	0	1
CC(OC(=O)Nc1cccc(Cl)c1)C(=O)O (stereo not given)	-1	-2	-3.1	4	1	-12	-9	-4	5	10
Cc1ccc(Cl)c(OCC(=O)OCC(=O)NC2CCCc3ccccc32)c1 (stereo not given)	-1	-3	-2.6	0	9	5	-5	1	1	-2
CCCCNc1cc(Cl)nc(N)n1	-1	-7	-0.5	-4	3	-23	0	1	1	-4
CCc1cc(=O)oc2c(C)c(OC(C)C(=O)NCCCn3ccnc3)ccc12 (stereo not given)	-3	-4	1.2	-2	0	4	11	-3	2	9

This part in full, repeating the preview:
SMILES	UHRF1 MBD2 ctr	ABHD4 inh	PG9 binder	HTRA1 inh	TCR-CD3 inh	TDP2 inh	DDE Tn7 FP inh	PRMT1 inh	LEDGF integ inh	SIAE inh
O=C1Nc2ccccc2CCC1Sc1nnc(-c2ccc(Cl)cc2)s1 (stereo not given)	0	-6	-7.2	-3	3	-15	-4	-3	-1	2
Cc1ccc(-c2c(C)cc3oc(=O)cc(-c4ccccc4)c3c2C)cc1	1	4	1.3	-23	2	7	-1	4	-3	-3
CC1=NN(C(N)=S)C(=O)C1N=Nc1cccc(Cl)c1 (stereo not given)	-14	9	-4.7	8	5	9	1	-2	1	4
COc1cc2[nH]ccc(=O)c2cc1OC	6	-5	1.1	2	-4	-17	-5	-1	3	-7
CCOc1ccc(NC(=O)c2sc3nc(N4CCOCC4)c4c(c3c2N)CC(C)(C)OC4)cc1	6	5	0.1	-1	5	9	-2	3	2	-6
CCNC(=O)C(=O)Nc1cc2c3c(c1)CCC(=O)N3CCC2	0	4	-0.7	5	0	17	5	-1	-3	5
O=C(CSCc1ccc(Cl)cc1)Nc1cccc(C(=O)O)c1	0	0	0.5	0	-3	2	8	1	-4	-4
O=S(=O)(NCc1cccnc1)c1ccccc1	-3	-2	-1.0	-2	1	0	2	-1	0	1
CC(OC(=O)Nc1cccc(Cl)c1)C(=O)O (stereo not given)	-1	-2	-3.1	4	1	-12	-9	-4	5	10
Cc1ccc(Cl)c(OCC(=O)OCC(=O)NC2CCCc3ccccc32)c1 (stereo not given)	-1	-3	-2.6	0	9	5	-5	1	1	-2
CCCCNc1cc(Cl)nc(N)n1	-1	-7	-0.5	-4	3	-23	0	1	1	-4
CCc1cc(=O)oc2c(C)c(OC(C)C(=O)NCCCn3ccnc3)ccc12 (stereo not given)	-3	-4	1.2	-2	0	4	11	-3	2	9
Cc1cc(C)c2[nH]c(=O)c(C(c3nnnn3CC3CCCO3)N3CCCC(C)C3)cc2c1 (stereo not given)	-2	1	-2.8	0	5	6	-1	-5	-2	0
CCn1c(SCC(=O)c2ccc(F)cc2)nnc1-c1ccoc1C	1	-1	-0.3	-4	3	-15	9	-1	-4	-5
CC(C)(C)C(=O)Nc1ccc(S(=O)(=O)N2CCC(c3nc4ccccc4[nH]3)CC2)cc1	-1	-67	3.0	-9	-2	-1	-1	-2	0	-61
Cc1ccc[n+](-c2[nH]c(=O)sc2/C=N/N=C(\[O-])c2cccnc2)c1	-5	5	-4.8	3	1	0	-3	4	1	8
O=C(Nc1ccc(F)cc1)C1CCCN(S(=O)(=O)c2cccc3cccnc23)C1 (stereo not given)	-1	4	-0.2	-11	-1	-1	0	-3	-2	-7
COc1ccc(S(=O)(=O)N2CCOCC2)cc1NC(=O)Cc1c(F)cccc1Cl	6	-2	-0.3	-3	-6	-9	-1	0	-6	-3
O=C(CN1CCCCC1)NNc1nc(-c2ccccc2)c2cc(Cl)ccc2n1	-3	0	-0.7	2	0	-1	-8	-2	4	5
COc1ccc(-n2nc3c(c2NC(=O)CCCl)CSC3)cc1	0	-5	-1.6	-21	-3	-6	6	3	2	-25
O=c1c2cc(Cl)ccc2oc2nc3n(c(=O)c12)CCCS3	-9	-1	0.2	-4	1	-2	-4	63*	22*	3
CCCC1=NN2C(=N)/C(=C\c3cc(C)n(-c4cc(C)cc(C)c4)c3C)C(=O)N=C2S1	8	-11	-3.2	-20	4	-16	-6	2	1	-13
O=C(NCC1CCCCC1)c1ccc2nc([C@@H]3O[C@H](CO)[C@@H](O)[C@H]3O)[nH]c2c1	3	4	-1.4	.	-3	-9	-2	-3	1	-6
COc1cccc(-c2cnc(C(O)c3cc(C)ccc3C)[nH]2)c1 (stereo not given)	-3	1	0.5	.	2	9	-5	-3	0	6
Cc1cnc(C(=O)OC(C(=O)c2ccccc2)c2ccccc2)cn1 (stereo not given)	-2	6	0.5	4	4	-8	3	-5	5	0
CN(CC(=O)Nc1ccc(C#N)cc1)Cc1ccc(Cl)cc1	6	-12	0.0	-10	6	-4	3	2	-1	11
CC(C)C[C@@H](COCc1cccc(Cl)c1)N1CCN(C(=O)c2cccc(C(F)(F)F)c2)CCC1=O	1	-11	-1.8	.	5	-10	-2	-2	2	-4
CCOC(=O)N1CCC2CC1c1cc(Cl)ccc12 (stereo not given)	2	4	-1.1	4	-1	8	-1	0	-2	-2
Cn1ccnc1Sc1nc(Nc2cccc(Cl)c2)nc(N2CCOCC2)n1	-2	-10	-1.8	-19	-3	-6	-1	-3	-3	2
CN1CCN(C(=O)C[C@@H]2C[C@H]3c4cc(NC(=O)c5cccnc5)ccc4O[C@H]3[C@H](CO)O2)CC1	-2	2	-2.0	-3	-11	0	7	3	-7	-2
Cc1ccc(NC(=O)C(C)Sc2nnc(C)n2C2CC2)cc1S(=O)(=O)N1CCOCC1 (stereo not given)	-2	-6	0.6	4	6	0	-3	0	3	5
COCCNC(=O)C(=O)Nc1ccc(Br)cc1	-7	3	-0.8	0	-4	4	1	0	-1	4
Cc1n[nH]c(=O)c2c(NC(=O)COC(=O)Cc3ccc(Cl)cc3Cl)oc(C)c12	1	2	0.7	6	11	0	-4	-2	4	2
O=C(Nc1ccccc1)O/N=C/c1ccc(F)cc1	14	-6	-1.4	8	1	-11	-9	3	-4	-8
CC(Oc1ccccc1)C(=O)N=C1SC2CS(=O)(=O)CC2N1CCc1ccccc1 (stereo not given)	-4	-4	0.8	0	3	3	3	-1	2	1
COc1ccc(CN2CCN(Cc3cc4ccccc4o3)CC2CCO)c(F)c1 (stereo not given)	-1	-3	-0.3	1	-2	3	-12	1	-6	1
Cc1cc(C)nc(SCC(=O)N(C)C)n1	-1	0	1.9	2	-2	-1	-5	-3	7	-6
O=[N+]([O-])c1ccc(N2CCCC2)cc1N1CCCC1	-11	5	-1.4	4	-3	-16	-12	1	0	1
O=C(c1ccc2ccccc2c1)C1CCCN(C(=O)c2cccnc2)C1 (stereo not given)	0	2	0.2	3	2	8	10	-1	-1	6
Cc1c(N=C2N=C(NC(=O)NC(C)(C)C)c3ccccc32)c(=O)n(-c2ccccc2)n1C	20	3	-3.6	9	4	2	1	-3	1	5
Clc1ccccc1C(c1ccccc1)(c1ccccc1)n1ccnc1	-2	-1	0.9	-27	9	-6	-4	-2	5	-3
COc1ccccc1N1CCN(C(=O)c2ccc(N3CCCCS3(=O)=O)cc2)CC1	-1	1	-1.1	-1	1	3	2	-1	-1	3
CCOc1ccc(NC(=O)CN(C)C(=O)c2ccccc2OCCOc2ccccc2)cc1OCC	9	5	-1.5	6	-2	4	2	4	2	-5
Cc1ccc(C(=O)NC(C)c2ccc(C)c(C)c2)s1 (stereo not given)	10	0	-2.6	-11	-1	3	0	0	1	0
C=Cc1ccc(C(=O)N2CCCC(Nc3ccc4c(c3)OCCO4)C2)cc1 (stereo not given)	-2	5	-5.2	3	7	15	-10	-1	-5	13
COc1ccc(CNC(=S)Nc2ccc(F)c(Cl)c2)cc1	-2	-12	-0.8	-15	8	9	9	-1	-2	2
O=C(NCC(c1ccco1)N1CCCCC1)c1ccc(S(=O)(=O)Nc2ccccc2Cl)cc1 (stereo not given)	1	-3	-0.7	-8	1	-2	7	1	0	0
CC(C)CC1(C)CNC(=O)NC1	1	4	-0.8	5	9	6	4	-2	5	-4
CCN(CC)S(=O)(=O)c1ccc(N2CCOCC2)c(NC(=O)CC23CC4CC(CC(Br)(C4)C2)C3)c1	-3	-3	-0.6	-21	-2	8	-9	6	1	-7
COc1ccc(S(=O)(=O)N2CCCCC2)cc1C(=O)NC1CCS(=O)(=O)C1 (stereo not given)	3	5	-0.3	4	-1	2	-6	-1	20*	1
O=C(C1CC1)N1CCc2cc(Br)cc(S(=O)(=O)NC3CCCCC3)c21	-1	-6	2.6	-18	7	-3	7	3	-2	4
CCc1ccc(C(=O)COC(=O)CNC(=O)c2ccc(Br)o2)cc1	0	1	-0.7	-4	4	-4	-7	1	-1	0
